OX1R antag-1: blocks the human orexin 1 receptor; O43613; OX1R-expressing cells, FRET antagonist read-out; inhibition, % at 6.6 µM; 1.8% of 330,000 active; AID 485270; in the data active = inhibition mostly above about 38%, no sharp cut-off; inactive = mostly below about 40%;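 note: 0% = agonist challenge alone and 100% = reference antagonist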
Target sequence (O43613 whole entry, looked up): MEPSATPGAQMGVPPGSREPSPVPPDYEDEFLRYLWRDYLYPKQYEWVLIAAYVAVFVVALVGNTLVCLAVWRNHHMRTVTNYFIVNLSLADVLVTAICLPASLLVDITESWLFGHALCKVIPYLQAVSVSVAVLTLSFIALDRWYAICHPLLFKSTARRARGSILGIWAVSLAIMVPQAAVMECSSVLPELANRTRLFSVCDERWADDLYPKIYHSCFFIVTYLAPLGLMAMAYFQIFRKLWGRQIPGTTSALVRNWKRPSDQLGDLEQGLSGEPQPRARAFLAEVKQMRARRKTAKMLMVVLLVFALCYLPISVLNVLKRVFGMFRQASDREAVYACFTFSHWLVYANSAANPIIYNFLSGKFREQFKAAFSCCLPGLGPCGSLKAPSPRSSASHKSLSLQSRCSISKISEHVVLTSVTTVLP
OX1R antag-2: blocks the human orexin 1 receptor | O43613 | CHO/OX1R cells, Fluo-8 calcium fluorescence, orexin A | inhibition, % at 5 µM | 0.43% of 330,000 active | AID 434989;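 active = inhibition above its plate's threshold, mean inhibition of all tested compounds on the plate plus 3 SD, cut at about 37% in these data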;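 note: 0% = orexin A challenge wells and 100% = SB-334867-A antagonist wells; not every result past the cut was called active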
Numbers without * were called inactive.

A first look:
SMILES	OX1R antag-1	OX1R antag-2
O=C(CN1CCCCC1CO)c1ccc(OC(F)F)cc1 (configuration not stated)	6	-19
O=C(O)c1ccc2c(c1)SC1=NS(=O)(=O)CCN12	7	10
COc1cccc(CNC(=O)CCn2c(=O)c3cccn3c3cccnc32)c1	9	-9
CCn1c(SCC(=O)Nc2oc(-c3ccccc3)c(-c3ccccc3)c2C#N)nnc1-c1ccncc1	38	-20

The list itself, repeating the preview:
SMILES	OX1R antag-1	OX1R antag-2
O=C(CN1CCCCC1CO)c1ccc(OC(F)F)cc1 (configuration not stated)	6	-19
O=C(O)c1ccc2c(c1)SC1=NS(=O)(=O)CCN12	7	10
COc1cccc(CNC(=O)CCn2c(=O)c3cccn3c3cccnc32)c1	9	-9
CCn1c(SCC(=O)Nc2oc(-c3ccccc3)c(-c3ccccc3)c2C#N)nnc1-c1ccncc1	38	-20
Cc1ccc(OCc2cc(C(=O)N(C)CC3CCOCC3)no2)cc1C	25	-18
Cc1nnc(NC(=O)CSc2nnc(CCNC(=O)c3ccccc3F)n2C)s1	11	-2
Cc1ccc(C)c(N2CCN(CCCNC(=O)Cn3cccc3C(=O)c3ccccc3)CC2)c1	8	-47
O=C(Cc1ccccc1)Nc1ccc(C(=O)Nc2ccc(O)cc2)cc1	6	1
CCN(CC)C(=O)CCCOc1ccc(Cl)cc1Cl	9	-21
CCc1cccc(C)c1NC(=O)COC(=O)C(NS(=O)(=O)c1ccc(Cl)cc1)C(C)O (configuration not stated)	5	-11
O=C(NCc1cccnc1)NC(C(F)(F)F)C(F)(F)F	19	1
S=C(Cc1cccnc1)N1CCOCC1	4	-14
COC(=O)c1ccc(CSC(=N)N)o1	5	-15
COc1ccc(CCC(=O)O)c(O)c1	12	4
O=C(C1CCC(CNS(=O)(=O)c2cccc3nsnc23)CC1)N1CCN(c2ccccn2)CC1 (configuration not stated)	50	-11
CCOC(=O)C1=C(C)N=c2s/c(=C3/C(=O)Nc4ccccc43)c(=O)n2C1c1ccc(C)cc1 (configuration not stated)	12	4
CCOC(=O)c1oc2nc(CC(C)C)c3c(c2c1N)CCC3	5	-20
COc1cccc(CC2(CO)CCCN(Cc3cnn(-c4ccccc4)c3)C2)c1 (configuration not stated)	8	-33
COc1cc(C2NC(=O)NC(C)=C2C(=O)OCc2ccc(C)cc2)cc(OC)c1OC (configuration not stated)	5	-21
CN(C)CCOc1cccc(Cl)c1	8	-19
Cc1ccc(C23CC4CC(CC(CC(=O)N5CCOCC5)(C4)C2)C3)cc1	9	-37
O=C(CN1CCN(c2ccc(F)cc2)CC1)Nc1ccc(-n2cnnn2)cc1	-5	-8
Cc1ccc(C2C=C(c3ccccc3OC(F)F)Nc3ncnn32)cc1 (configuration not stated)	7	-8
O=C(C1CC1)N1CCc2cc(S(=O)(=O)NCCCN3CCCCC3)ccc21	13	-17
C=CCOc1ccccc1/C=c1\sc2nc(=O)c(C)nn2c1=O	13	-7
The list goes on.
SMILES	OX1R antag-1	OX1R antag-2
CCOc1ccc(N2C(=O)CC(N3CCN(C(=O)CN4CCCC4)CC3)C2=O)cc1 (configuration not stated)	5	-11
N#Cc1nc(Cc2ccccc2)oc1NCc1ccccc1	14	-8
O=C(COc1cccc(Cl)c1Cl)NC1CC1	8	-14
COCCN(C(=O)CC1C(=O)NCCN1CC(c1ccccc1)c1ccccc1)C(C)C (configuration not stated)	8	-26
COc1ccc(CC(=O)NNC(=O)c2ccccc2)cc1OC	6	-8
CCCOc1ccc(N2C(=O)CC(N3CCC(c4nc5ccccc5o4)CC3)C2=O)cc1 (configuration not stated)	7	-8
C#CCOCCOCCOCCNc1nc(N2CCOCC2)nc(N2CCN(C(=O)[C@H](CO)n3cc([C@@H](N)C(C)C)nn3)CC2)n1	4	-13
CC(C)C(=O)Nc1cccc(C(=O)Nc2cc([N+](=O)[O-])ccc2Cl)c1	19	-13
CC(C)C(=O)Nc1nc2c(c(=O)[nH]1)CCCC2	15	-9
CCCC(=O)N1N=C(c2ccccc2)CC1c1cn(C)c2ccccc12 (configuration not stated)	20	-56
COC(=O)C1=C(C)NC2=C(C(=O)CCC2)C1c1ccc(-c2ccsc2C(=O)OC)o1 (configuration not stated)	12	8
CC(=O)N(Cc1cccc(Br)c1)c1ccc(N2CCOCC2)c(Cl)c1	12	-24
CSc1ccc(CN(C)CC(=O)Nc2c(F)cccc2F)cc1	21	-5
CCCCn1c(SCC(=O)Nc2nnc(CC)s2)nc2c1c(=O)n(C)c(=O)n2C	0	-12
CCCCN(C(=O)C1=NN(c2ccccc2)C(=O)CC1)c1c(N)n(CCC)c(=O)[nH]c1=O	4	-1
COc1ccccc1N=C1SC(C)CN1C(=O)C1CCC1 (configuration not stated)	9	-23
Cc1ccc(S(=O)(=O)N(C)c2c(C)ccc(S(=O)(=O)N3CCN(C)CC3)c2C)cc1	15	-19
O=C(c1ccc2c(c1)[nH]c(=S)n1c3ccccc3nc21)N1CCN(c2cccc(Cl)c2)CC1	1	-31
O=C(OCCN=C1NS(=O)(=O)c2ccccc21)C1CC(=O)N(c2ccc3ccccc3c2)C1 (configuration not stated)	11	-2
O=C(NCCCN1CCOCC1)c1cc(-c2ccccc2)nc2ccccc12	10	-40
CCCOc1ccc(/C=C/C(=O)O)cc1OC	0	-4
O=C(Nc1nc2c(Cl)cccc2s1)c1ccc([N+](=O)[O-])o1	7	-3
Cc1cc(NC(=O)CSc2nc3c(sc4ccccc43)c(=O)n2CCCN2CCOCC2)n[nH]1	3	-22
COc1ccc(N2C(=NC(=O)c3ccccc3)SC3CS(=O)(=O)CC32)cc1 (configuration not stated)	13	-7
COc1ccc(C(CC(=O)O)N2Cc3ccccc3C2=O)cc1OC (configuration not stated)	-10	-5

Reprinted from the listing for reference:
SMILES	OX1R antag-1	OX1R antag-2
CCOc1ccc(N2C(=O)CC(N3CCN(C(=O)CN4CCCC4)CC3)C2=O)cc1 (configuration not stated)	5	-11
N#Cc1nc(Cc2ccccc2)oc1NCc1ccccc1	14	-8
O=C(COc1cccc(Cl)c1Cl)NC1CC1	8	-14
COCCN(C(=O)CC1C(=O)NCCN1CC(c1ccccc1)c1ccccc1)C(C)C (configuration not stated)	8	-26
COc1ccc(CC(=O)NNC(=O)c2ccccc2)cc1OC	6	-8
CCCOc1ccc(N2C(=O)CC(N3CCC(c4nc5ccccc5o4)CC3)C2=O)cc1 (configuration not stated)	7	-8
C#CCOCCOCCOCCNc1nc(N2CCOCC2)nc(N2CCN(C(=O)[C@H](CO)n3cc([C@@H](N)C(C)C)nn3)CC2)n1	4	-13

The results go on:
SMILES	OX1R antag-1	OX1R antag-2
COc1ccc(-c2nc(CN3CCC(C(=O)N4CCOCC4)CC3)c(C)o2)c(OC)c1	-6	-2
CCCCCc1nnc(NC(=O)OCCC)s1	-2	-24
O=C(OCC(=O)N1CCCCC1)c1c[nH]c(=O)[nH]c1=O	18	-25
Cc1nc2ccc(S(=O)(=O)NCC(=O)O)cc2s1	18	-13
CC1CCN(c2ccccc2NC(=S)NC(=O)c2ccc(-c3cccc([N+](=O)[O-])c3)o2)CC1	8	-7
COc1ccc(NC(=O)C(=O)NNC(=O)c2ccc(Cl)cc2Cl)cc1	4	-17
COc1ccc(NS(=O)(=O)c2cccc(C(=O)NN=C(C)c3ccco3)c2)cc1	1	0
CCN(CC)C(=O)c1ccc(NS(=O)(=O)c2ccc(/C=C/C(=O)O)cc2)cc1	22	-10
Cc1ccc(S(=O)(=O)NCC(=O)OCC(=O)Nc2ccccc2OC(F)F)cc1	18	-26
CCCCc1ccc(/C=C2\C(=O)c3ccccc3C(O)=C2C(=O)OCC)cc1	15	-1
CCN(CC)S(=O)(=O)c1ccc(C(=O)NCc2ccc(C)cc2)cc1	8	-26
O=C(c1ccccc1)c1c[nH]c(C(=O)NNc2cccc(Cl)n2)c1	8	-21
COc1ccc(/C(N)=N/OC(=O)C2CCCCC2)cc1	7	-18
CC(=O)c1ccc(NC(=O)C(C)Sc2nnc(-c3ccncc3)n2C2CC2)cc1 (configuration not stated)	6	-27
Cc1ccc(-c2nc(CS(=O)(=O)CC(=O)NCc3cccc(F)c3)c(C)o2)cc1	5	-40
O=C(CCN1C(=O)C2CC=CCC2C1=O)Nc1cccc(Cl)c1 (configuration not stated)	3	-9
COc1ccc(S(=O)(=O)n2nc(OC(=O)C3CCCCC3)cc2N)cc1	71	-2
CCc1cc(=O)oc2c(CNCc3c(F)cccc3Cl)c(O)ccc12	7	-12
NC(=O)CC(NC(=O)Cc1ccc(Cl)cc1)c1ccc(NC2CCCCCC2)c([N+](=O)[O-])c1 (configuration not stated)	12	-20
O=c1c2ccccc2nc(-c2ccccc2)n1Cc1ccco1	23	-10
CCCn1nnc(NC(=O)c2sc3ccccc3c2Cl)n1	10	-11
CCN(CC)S(=O)(=O)c1ccc(NC(=S)NC(=O)C(C)C)cc1	19	-11
Cc1cc(C)c(S(=O)(=O)N2CCOC2CNC(=O)C(=O)NCc2ccco2)c(C)c1 (configuration not stated)	19	-31
COc1cnn(-c2ccccc2)c(=O)c1SCc1ccc(Cl)cc1Cl	14	-11
O=[N+]([O-])c1ccc(Oc2cccc(C(F)(F)F)c2)nc1	11	-13
The listing continues:
SMILES	OX1R antag-1	OX1R antag-2
Oc1ccc(Br)cc1-c1nc2cnccn2c1NC1CCCCC1	17	-21
C/C(Cc1ccccc1)=N\NC(=O)CNC(=O)COc1ccccc1	-7	-10
COc1cc(C(=O)NC2CC3CCCC(C2)N3CC(=O)Nc2ccccc2)cc(OC)c1OC (configuration not stated)	10	-26
Cc1ccc2oc(=O)c3cnn(CC(=O)N(Cc4ccco4)C4CCCCC4)c3c2c1	12	-23
CCCCC(=O)N=c1sc2cc([N+](=O)[O-])ccc2n1C	22	-7
CCC1(CC)C(=O)C2=C3C1[C@H](C(=O)OC)C=C(C(=O)OC)C[C@H]3n1c(=O)n(C)c(=O)n1[C@H]2C (some centres not stated)	2	-13
Cc1ccc(C(=O)c2ncc[nH]2)cc1	53	0
Cc1c(NC(=S)Nc2ccccc2)c(=O)n(-c2ccccc2)n1C	6	-2
CC(NC(=O)CSc1nnnn1C1CC1)c1ccccc1Br (configuration not stated)	2	-20
Cc1cc(NC(=O)COC(=O)c2c(Cl)cccc2Cl)no1	1	0
O=C(NCCCN1CCOCC1)c1onc(CSc2ccc(F)c(F)c2)c1C(=O)NCCCN1CCOCC1	33	-23
O=C(OCc1nnc(-c2ccccc2)o1)c1cccnc1Cl	7	-6
CCCNC(=S)NNC(=O)c1cc(-c2cccnc2)nc2ccccc12	1	-16
CC1CN(C(=O)COC(=O)[C@@H](NC(=O)c2ccccc2Cl)C(C)C)CC(C)O1 (some centres not stated)	5	-10
CCOC(=O)C1CCN(C(=O)c2cccc(C(=O)N3CCC(C(=O)OCC)CC3)c2)CC1	14	-16
NCCc1nnc(SCC(=O)Nc2cccc(Cl)c2)o1	18	-11
CCOC(=O)Cc1csc(SCC(=O)Nc2cc(C)ccc2OC)n1	16	-5
CN1CCN(c2ccc(NC(=O)c3ccco3)cc2Cl)CC1	30	-9
COC(=O)c1ccc(N2C(=O)CC(SCCN)C2=O)cc1 (configuration not stated)	18	-6
Cc1nnc(NC(=O)c2ccc(C)c(S(=O)(=O)N3CCOCC3)c2)s1	9	-13
COc1ccc(NC(=O)N(C)C[C@H]2Oc3ccc(NS(=O)(=O)c4c(C)noc4C)cc3C(=O)N([C@H](C)CO)C[C@@H]2C)cc1	4	-3
CCC(C)C(=O)Nc1nnc(-c2cccs2)s1 (configuration not stated)	20	-21
COc1ccc(NS(=O)(=O)c2ccc(NC(=O)c3ccccc3)cc2)nn1	18	-6
COC1CCCCC1Nc1cc(C)ccc1C (configuration not stated)	23	4
Cc1ccc(NC(=S)NC2CC3CCCC(C2)N3Cc2cccs2)cc1 (configuration not stated)	5	-17

In another format: two of the compounds above
The line under a structure holds: OX1R antag-1 | OX1R antag-2
CC1CN(C(=O)COC(=O)[C@@H](NC(=O)c2ccccc2Cl)C(C)C)CC(C)O1 (some centres not stated)
 : 5 | -10
COc1ccc(NS(=O)(=O)c2ccc(NC(=O)c3ccccc3)cc2)nn1
 : 18 | -6

(further entries)
SMILES	OX1R antag-1	OX1R antag-2
CCOCC(=O)Nc1nnc(Cc2ccc(OC)cc2)s1	13	-24
Cc1ccc(/C=N/NC(=O)c2ccoc2C)s1	8	-19
Cc1cc(N2CCC(C)CC2)n2ncc(-c3ccccc3)c2n1	11	-44
CN(Cc1nc2ccccc2c(=O)[nH]1)Cc1cc(=O)oc2ccc3ccccc3c12	6	-7
CCOC(=O)c1c(C)n(C)c2ccc(O)c(CN3CCCCC3)c12	14	-14
Cc1ccc(-c2csc3ncn(CC(=O)O)c(=O)c23)cc1C	10	-14
C#CCOCCOCCOCCNc1nc(N2CCN(C(=O)[C@H]([C@@H](C)CC)n3cc([C@@H](N)CO)nn3)CC2)nc(N2CCN(C(=O)[C@H](Cc3ccc(O)cc3)n3cc([C@@H](N)CC(C)C)nn3)CC2)n1	50	-2
O=C(NCc1ccco1)c1cc(-c2ccccc2)nn1CC1CC(c2cccc([N+](=O)[O-])c2)=NO1 (configuration not stated)	17	23
CC(C)CN(CC(C)C)CC(O)COc1ccccc1Br (configuration not stated)	9	-26
COC(=O)C(CC(=O)c1ccc(Cl)cc1)c1ccc(C(C)C)cc1 (configuration not stated)	6	0
O=C(COc1cccc(Cl)c1)NNC(=S)Nc1ccccc1	5	-1
CN1CCN(C(=O)c2cc3nc(-c4ccccc4)cc(-c4ccccc4)n3n2)CC1	28	-20
CCOC(=O)c1[nH]ncc1CN1CCCC(C(=O)c2ccc(C(C)(C)C)cc2)C1 (configuration not stated)	30	-19
Fc1ccc(/C=N/Nc2nn[nH]n2)cc1	-4	-5
CCOc1ccc(NC(=S)N(CCOC)C(C)c2cccnc2)cc1 (configuration not stated)	2	-12
CN1CCN(CCCNC(=O)c2cn(C)c3ccc(S(=O)(=O)N(C)C)cc3c2=O)CC1	9	-10
Cc1nnc(NC(=O)C2CCN(S(=O)(=O)c3cc([N+](=O)[O-])ccc3Cl)CC2)o1	28*	-6
Cn1c(-c2ccc[nH]c2=O)nc2cc(Cl)ccc21	10	1
COC(=O)C1=COC(C)C2CN3CCc4c([nH]c5cc(OC)c(OC)cc45)C3CC12 (configuration not stated)	9	-18
